GPT2 inhibitor: inhibitors of human GPT2 alanine aminotransferase. Q8TD30. Recombinant GPT2, coupled pyruvate oxidase/HRP Amplex Red fluorescence. Potency, µM (series often up to 57.7 µM), without a hit: at the top dose activity change, negative = inhibition, usual class: inhibitors. hit rate 0.25% among 100,000. AID 1671188; also: potency is read from the fitted curve at half-maximal effect; nearly all actives have a fitted effect of over 60% in size; many of its hits are not listed in these tables
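Inhibition is scored from Amplex Red fluorescence generated when pyruvate oxidase and HRP act on pyruvate released by GPT2. Reactions contain 10ng/uL enzyme, 250uM a-KG and 2mM L-alanine and run 30 min at room temperature.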
HEK cytotox: kills HEK 293 cells | HEK 293 viability, ATP luminescence (CellTiter-Glo), 48-72 h | Potency, µM (doses to about 115 µM), for inactives: at the top dose activity change, negative = cytotoxicity, actives largely listed as inhibitors | hit rate 6.6% among 94,000; also: potency is read from the fitted curve at half-maximal effect; nearly all actives have a fitted effect of over 60% in size
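HEK 293 cells seeded at 250 cells/well were exposed to compound for 48 or 72 hr at 37 degree Celsius. Viability taken as ATP content by CellTiter-Glo luminescence.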
HEK293 viab: reduces viability of HEK-293 SNCA reporter cells; HEK-293-SNCA-luc viability, GF-AFC fluorescence, 24 h; Potency, µM (doses to about 57.1 µM), for the others: top-dose activity change, negative = cytotoxicity, hits mostly cytotoxic; hit rate 0.12% among 150,000; AID 1671193;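 also: potency is read from the fitted curve at half-maximal effect; 0% = DMSO-treated cells and -100% = medium-only wells without cells; nearly all actives have a fitted effect of over 30% in size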
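Cytotoxicity counterscreen: after 24 h compound treatment of genome-edited SNCA-luciferase HEK-293 cells, live-cell protease substrate GF-AFC read by fluorescence after 30 min; activity scaled between DMSO (0%) and medium-only (-100%), curves Hill-fitted.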
IP6K1 inh: IP6K1 kinase inhibition | IP6K1 kinase, ADP-Glo luminescence, 2 h; hits give low values | hit rate 0.81% among 140,000 | activity change, % (series mostly up to about 58 µM); in the data active = activity change below about -25%
Target sequence (Q92551 whole entry, looked up): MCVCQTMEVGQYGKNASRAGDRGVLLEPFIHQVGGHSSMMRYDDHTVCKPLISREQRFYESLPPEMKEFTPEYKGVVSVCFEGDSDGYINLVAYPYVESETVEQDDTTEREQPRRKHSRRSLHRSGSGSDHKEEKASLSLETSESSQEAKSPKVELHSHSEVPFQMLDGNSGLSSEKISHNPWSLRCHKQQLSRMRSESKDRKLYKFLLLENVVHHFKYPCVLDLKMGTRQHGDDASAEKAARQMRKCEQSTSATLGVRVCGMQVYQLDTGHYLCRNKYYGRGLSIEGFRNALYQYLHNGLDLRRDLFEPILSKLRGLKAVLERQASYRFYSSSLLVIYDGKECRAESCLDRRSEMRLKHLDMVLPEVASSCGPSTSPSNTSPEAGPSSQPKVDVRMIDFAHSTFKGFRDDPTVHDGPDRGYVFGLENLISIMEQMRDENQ
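ADP-Glo luminescence measures ADP made by human IP6K1 during a 2 h RT reaction with ATP/IP6 (mix at 1.3 mM/130 uM); top library doses 57.5 and 19.1 uM final.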
SNCA expr inh: inhibitors of alpha-synuclein (SNCA) gene expression | Potency, µM (titrated, usually from 57.2 µM), for inactives: top-dose activity change, negative = inhibition, hits mostly inhibitors | AID 1671194 | hit rate 0.17% among 140,000 | HEK-293 SNCA-luciferase knock-in, luminescence, 24 h;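 also: potency is read from the fitted curve at half-maximal effect; plate controls were DMSO cells for no effect and cell-free wells for full effect; nearly all actives have a fitted effect of over 45% in size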
NIH3T3 tox: cytotoxic compounds in NIH 3T3 cells. Potency, µM (doses to about 96.7 µM), for the others: at the highest dose activity change, negative = cytotoxicity, hits mostly inhibitors. NIH 3T3 viability, CellTiter-Glo ATP luminescence, 48-72 h. hit rate 4.3% among 94,000; also: potency is read from the fitted curve at half-maximal effect; nearly all actives have a fitted effect of over 55% in size
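Cells were seeded at 400 per well, treated with pin-transferred compound, and kept 48 or 72 hr at 37 °C before CellTiter-Glo addition and luminescence imaging of cellular ATP.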
Luciferase inh: blocks purified firefly luciferase enzyme activity | P08659 | purified P. pyralis luciferase, luminescence, biochemical | Potency, µM (highest dose often 115 µM), without a hit: top-dose activity change, negative = inhibition, usual class: inhibitors | hit rate 2.5% among 76,000; also: potency is read from the fitted curve at half-maximal effect; nearly all actives have a fitted effect of over 65% in size
Target sequence (P08659 whole entry, looked up): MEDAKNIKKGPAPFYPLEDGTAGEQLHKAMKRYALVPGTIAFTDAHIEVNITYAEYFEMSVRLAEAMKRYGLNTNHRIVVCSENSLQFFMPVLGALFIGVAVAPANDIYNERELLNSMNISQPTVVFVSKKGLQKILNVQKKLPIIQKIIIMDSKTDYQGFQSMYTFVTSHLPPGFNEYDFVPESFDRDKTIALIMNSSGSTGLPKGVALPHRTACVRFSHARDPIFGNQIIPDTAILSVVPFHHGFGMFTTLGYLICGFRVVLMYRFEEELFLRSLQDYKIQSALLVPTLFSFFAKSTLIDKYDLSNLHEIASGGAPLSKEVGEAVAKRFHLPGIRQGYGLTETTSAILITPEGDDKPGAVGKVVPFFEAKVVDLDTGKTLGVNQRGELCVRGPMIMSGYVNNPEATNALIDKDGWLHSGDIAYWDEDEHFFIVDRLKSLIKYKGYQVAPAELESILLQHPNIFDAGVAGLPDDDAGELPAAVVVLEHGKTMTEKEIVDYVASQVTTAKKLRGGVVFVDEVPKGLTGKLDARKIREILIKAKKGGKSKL
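Biochemical qHTS: compound (6-point titration) added to 10uM D-luciferin plus 10uM ATP in Tris acetate pH 7.5 buffer with Mg, Tween-20 and BSA, then purified enzyme at 10nM; light output imaged.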
Starred values were filed as active, the others as inactive; i = inactive; ? = inconclusive; / = no result given; & = joins results of further samples; [ ] = another dose, or the depositor's remark. Unless noted, calls follow the shape of the dose curve; as a rule, active = well fitted curve in the direction sought with a large enough effect; inconclusive = small, poorly fitted or top-dose-only effect, or another doubt; inactive = no such curve, though single readings can be large; an effect the other way counts as inactive or inconclusive. Unless noted, % is scaled to controls: 0 for no effect and ±100 for the full control effect.

SMILES	GPT2 inhibitor	HEK cytotox	HEK293 viab	IP6K1 inh	SNCA expr inh	NIH3T3 tox	Luciferase inh
N#C/C(=C\c1c[nH]c2ccccc12)C(=O)c1ccc(O)c(O)c1	?	/	-13.9%	/	-1.3%	/	/
O=C(N1CCCC(Cc2nc(C3CCOCC3)no2)C1)C1(c2ccccc2)CC1 (configuration not stated)	i	-16.5%	5.1%	17.8	-18.2%	-26.4%	-20.5%
Cc1cc2nc(CO[C@H]3CN(C4CCN(C)CC4)C[C@H]3F)[nH]c2cc1C	0.6%[88.5 µM]	-15.2%[172 µM]	0.6%[87.6 µM]	6.5	22.0%[87.6 µM]	-9.3%[138 µM]	-9.9%[172 µM]
O=S(=O)(c1ccccc1)N1CC(c2nc(-c3ccncc3)no2)C1	i	?	-0.3%	9.3	8.8%	?	/
COc1ccccc1-c1cnc(Nc2cccnc2)c2c1CCO2	i	79.4µM*	-16.5%[87.6 µM]	11.0	15.1%[87.6 µM]	?	?
CC(C)c1noc(-c2cn(C3CCCN(C(=O)c4ccncc4)C3)nn2)n1 (configuration not stated)	i	-0.8%	-6.4%	1.9	-34.5%	-8.8%	3.9%
COC[C@@H]1CN(C(=O)c2nccc3ccccc23)C[C@H]1c1ccccn1	?	-4.4%	-9.8%	0.4	6.4%	-10.4%	-12.1%
COc1cccc(CN2C[C@@H]3C(=O)N(Cc4ccc5c(c4)OCO5)C(=O)[C@@H]3C2)c1OC	3.3%	?	-8.0%	0.4	-28.8%	-27.8%	4.5%
CN(C)c1cccc(Oc2nnnn2[C@H]2CO[C@H]3[C@@H]2OC[C@@H]3N)c1	i	-29.6%[172 µM]	3.2%[87.6 µM]	8.6	24.6%[87.6 µM]	-5.9%[174 µM]	-4.0%[172 µM]
O=c1c2nc(Nc3ccc(C(F)(F)F)cc3)ccc2ncn1C1CC1	?	?	-15.2%[87.6 µM]	-2.0	120.3%[activator][87.6 µM]	?	63.1µM*
Cc1noc(C)c1C(=O)N1CCC2(CC1)CN(C(=O)c1ccc(Cl)cc1)CCO2	0.9%	0.1%	4.2%	-9.1	?	6.31µM*	/
CCOc1ccccc1C1NC(=O)N(CC(=O)NCc2ccc(OC)cc2)C2=C1C(=O)OC2 (configuration not stated)	4.5%	-6.3%	5.5%	-2.4	-24.0%	-13.0%	-12.1%
CCOc1ccc2nc(N3CCCC(C(=O)Nc4ccc(Br)c(C)c4)C3)sc2c1 (configuration not stated)	/	/	15.9%	-8.7	138.6%[activator]	/	/
O=C(c1cccc(F)c1F)N1CCCC2(CCNCC2)CC1	-39.4%	-9.1%	-13.1%	20.3	-3.6%	4.2%	4.4%
CC(=O)Nc1ccc(CN2CCn3c(nn(-c4cccc(Cl)c4)c3=O)C2)cc1	4.5%	?	-3.4%	-3.9	43.5%[activator]	?	/
O=C(NCC(=O)N1CCOCC1)c1cccc(-c2ccc(C(F)(F)F)cc2)c1	-4.7%	?	0.5%[12.5 µM]	-0.1	27.1%	?	/
COc1ccccc1CNC(=O)c1ccc(C)c(-n2cnc3cccnc32)c1	/	/	1.9%	17.1	24.0%	/	/
COc1ccc(-c2nnc(C3CCN(S(=O)(=O)c4ccc(C)c(C)c4)CC3)o2)cc1	/	/	-12.2%	-18.4	1.3%	/	/
CCCCCNc1ncnc2c1CN(C1CCCNC1)C(=O)CN2C (configuration not stated)	-6.2%	-4.9%	7.4%	-6.7	-1.8%	3.6%	/
COc1ccc(-n2cc(-c3ccccc3)nc2SCC(=O)Nc2ccccc2)cc1Cl	/	/	4.8%	3.4	3.9%	/	/

Seven entries picked at random from the list so far, as already listed:
SMILES	GPT2 inhibitor	HEK cytotox	HEK293 viab	IP6K1 inh	SNCA expr inh	NIH3T3 tox	Luciferase inh
CCOc1ccc2nc(N3CCCC(C(=O)Nc4ccc(Br)c(C)c4)C3)sc2c1 (configuration not stated)	/	/	15.9%	-8.7	138.6%[activator]	/	/
O=c1c2nc(Nc3ccc(C(F)(F)F)cc3)ccc2ncn1C1CC1	?	?	-15.2%[87.6 µM]	-2.0	120.3%[activator][87.6 µM]	?	63.1µM*
COc1ccccc1-c1cnc(Nc2cccnc2)c2c1CCO2	i	79.4µM*	-16.5%[87.6 µM]	11.0	15.1%[87.6 µM]	?	?
O=C(N1CCCC(Cc2nc(C3CCOCC3)no2)C1)C1(c2ccccc2)CC1 (configuration not stated)	i	-16.5%	5.1%	17.8	-18.2%	-26.4%	-20.5%
COc1cccc(CN2C[C@@H]3C(=O)N(Cc4ccc5c(c4)OCO5)C(=O)[C@@H]3C2)c1OC	3.3%	?	-8.0%	0.4	-28.8%	-27.8%	4.5%
CN(C)c1cccc(Oc2nnnn2[C@H]2CO[C@H]3[C@@H]2OC[C@@H]3N)c1	i	-29.6%[172 µM]	3.2%[87.6 µM]	8.6	24.6%[87.6 µM]	-5.9%[174 µM]	-4.0%[172 µM]
CC(=O)Nc1ccc(CN2CCn3c(nn(-c4cccc(Cl)c4)c3=O)C2)cc1	4.5%	?	-3.4%	-3.9	43.5%[activator]	?	/

Other records.
SMILES	GPT2 inhibitor	HEK cytotox	HEK293 viab	IP6K1 inh	SNCA expr inh	NIH3T3 tox	Luciferase inh
O=C(Nc1cnc(-c2ccc(Cl)cc2)nc1)c1cccc(F)c1	-6.6%	?	-0.6%	0.7	186.4%[activator]	-3.8%	7.94µM*
O=C(CSc1nccn1Cc1ccccc1)Nc1ccc2c(c1)OCO2	/	/	2.7%	-10.9	89.4%[activator]	/	/
COc1ccc(C(=O)N2C[C@@H](Oc3cccnc3)C[C@H]2C(=O)NC2CC2)c(OC)n1	-5.3%	i	-4.6%	4.6	-4.5%	i	/
Cc1cnn(CCCNC(=O)C2CC(=O)N(C(C)(C)C)C2)c1 (configuration not stated)	i	2.0%	3.7%	-4.4	-18.6%	-2.5%	4.3%
Cc1ccc(Cn2c(-c3ccc(F)cc3)nc(C)c(CCO)c2=O)cc1C	?	?	5.1%	0.4	3.9%	-33.7%	-8.6%
Cc1ccc(C(=O)NC2CCN(c3cc(-c4ccccc4)[nH]n3)CC2)c(C)c1	i	?	4.9%	33.8	5.7%	?	-3.6%
C/C=C(\C)C(=O)O[C@H]1C[C@](C)(O)[C@H]2CC=C(C)[C@H]2[C@@H]2OC(=O)[C@H](C)[C@H]21	i	/	-10.2%	17.1	/	/	/
CCc1noc(-c2cn(C3CCN(C(=O)C(C)Oc4ccccc4)CC3)nn2)n1 (configuration not stated)	-1.4%	-25.0%	-11.1%	46.0	19.1%	-17.1%	2.3%
CC1=C[C@@H](CNC(=O)COc2ccccc2)[C@H](C(C)C)C[C@H]1CC(=O)NCCN1CCOCC1	0.8%	-17.7%	1.0%	18.7	3.6%	-19.7%	5.1%
Cc1cc(=O)n(CC(=O)NCCc2ccc(Cl)cc2)c(N2CCc3ccccc3C2)n1	-3.8%	?	?	19.5	?	25.1µM*	0.3%
COc1cccc(N2C(=O)NC(=NC3CCCCC3)C23CCCN(Cc2ccc(F)cc2)C3)c1 (configuration not stated)	i	?	-25.4%	-19.3	?	39.8µM*	/
CCC1(N2CCN(C(=O)Nc3cccc(F)c3C)CC2)CCN(C(=O)C(C)C)C1 (configuration not stated)	4.3%	-8.0%	-3.8%	3.5	42.4%[activator]	-23.5%	?
COc1cccc(-c2nn(-c3ccccc3)c(OC(C)=O)c2-c2ccc(NC(=O)c3ccco3)cc2)c1	?	-29.4%	0.2%	-5.9	-12.3%	-15.3%	-5.0%
Cc1ccc(OCc2nc(-c3ccc(C(=O)NCCc4ccc(S(N)(=O)=O)cc4)cc3)oc2C)cc1	/	/	-15.2%	-3.8	?	/	/
N#C/C(=C1/SC[C@@H](c2ccc(Cl)cc2Cl)S1)n1ccnc1	-8.5%	/	-11.5%[23.9 µM]	25.1	31.3%[25.6 µM]	/	/
CCOc1ccc(-c2nonc2NC(=O)c2oc3ccc(Cl)cc3c2C)cc1	/	/	?	21.5	?	/	/
COc1ccc2c(CNC3CCCCCC3)c(C(=O)O)n(Cc3ccc(C)cc3)c2c1	/	/	-2.2%	3.3	-6.6%	/	/
COc1ccc(S(=O)(=O)NCCc2csc(-c3cccc(F)c3)n2)cc1OC	/	/	3.3%	2.3	-8.9%	/	/
COc1ccc(/C=C\c2onc(C)c2S(=O)(=O)N2CCC(C(=O)Nc3cccc(Cl)c3)CC2)cc1	/	/	-4.4%	3.2	-17.2%	/	/
Fc1ccc2nc(CO[C@H]3CN(Cc4ccccc4)C[C@H]3F)[nH]c2c1	-0.2%[88.5 µM]	?	-4.3%[87.6 µM]	10.0	5.0%[87.6 µM]	-25.8%[174 µM]	3.6%[172 µM]
COc1cc(Cn2c(=O)oc3ccc(C)cc32)ccc1OCCC(C)C	/	/	0.3%	12.4	-16.4%	/	/
O=C(NC1CC(c2nnc(CO)n2C2CC2)C1)c1scc2c1OCCO2 (configuration not stated)	-10.8%	0.3%	7.7%	6.1	9.2%	i	-7.7%
CC(C)(C)C(=O)Nc1nc2c(s1)C[C@@H]1[C@](C)(CO)[C@H](O)CC[C@@]1(C)[C@@H]2CC(=O)NC1CC1	-3.6%	-0.1%	-4.4%	-9.6	-18.1%	-13.9%	-1.4%
CCOc1ccc(CCNC(=O)c2cc3c(-c4cccc(OC)c4)nn(C)c3s2)cc1OCC	/	/	?	1.0	-11.4%	/	/
COC(=O)c1ccccc1NC(=O)CCCn1nc(C)c2sc3ccccc3c2c1=O	/	/	5.5%	11.9	-8.5%	/	/
Cc1cccc(CN2C(=O)c3ccccc3S(=O)(=O)c3ccc(C(=O)N(C)Cc4ccccc4)cc32)c1	/	/	-7.5%	8.8	-20.7%	/	/
CC(=O)N1CCN(c2ccc3nnc(-c4ccccc4)n3n2)CC1	/	-22.3%&-13.8%[172 µM]	/	8.8&10.8	/	?	/
CC(C)(C)c1ccc(S(=O)(=O)Nc2ccc(O)c(Sc3nc4ccccc4s3)c2)cc1	/	/	2.6%	-5.0	?	/	/
Cn1ncc2c(C(=O)N3CCCC3)cc(-c3ccccc3F)nc21	/	?	/	-4.4	/	-23.8%[138 µM]	/
Cc1ccc(-n2c(SCc3nc(-c4ccccc4C)no3)nnc2-c2ccncc2)cc1C	/	/	9.5%	1.1	35.0%[activator]	/	/
Cc1cc(C)cc(NC(=O)CCc2c(C)nc3nc(CNC(=O)c4cccc(F)c4)nn3c2C)c1	/	/	-0.7%	-22.9	-3.1%	/	/
CCN(C(=O)c1ccc2c(c1)N(S(C)(=O)=O)CC2)c1ccccc1	i	-0.2%	-9.8%	-11.7	-19.0%	-7.1%	6.6%
Cn1cc(-c2ccc3c(n2)CN(Cc2ccc(F)cc2)C(=O)CO3)cn1	-3.9%[88.5 µM]	?	-15.5%[87.6 µM]	-0.3	?	?	1.0%[172 µM]
Cc1ccccc1NC(=O)CN1C(=O)C(C)(C)c2ccccc21	/	/	-5.2%	-7.5	28.9%	/	/

From PubChem

Compounds were not picked by outcome; any-hit rate near 7.7%.
